Compound activity as filed in PubChem.
ER stress death: ER stress cell death inhibition; CSM14.1 thapsigargin ER stress survival, ATP luminescence; relative survival (cellular ATP), % at 15 µg/mL (by protocol); actives 0.33% (n = 48,000); AID 1010;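 active = survival measured by cellular ATP above 50% at 15 µg/ml in the first screen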;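 also: cell death triggered by about 15 µM thapsigargin; ATP read 24 h after thapsigargin was added; plate controls were thapsigargin with DMSO for no effect and DMSO without thapsigargin for full effect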
Active calls of the source: *; & = joins results of further samples. Only part of the results is shown, so the mix of outcomes need not match the whole.

Clc1ccc(CCNCc2ccncc2)c(Cl)c1
  ER stress death: -10

Cc1cc(C)nc(NS(=O)(=O)c2ccc(N=Cc3c(O)n(C)c(=O)n(C)c3=O)cc2)n1
  ER stress death: -1

COc1ccc(C(c2c(O)c3ccccc3oc2=O)c2c(O)c3ccccc3oc2=O)cc1Cn1nc(C)c([N+](=O)[O-])c1C
  ER stress death: -3

COc1ccccc1-n1c(/C=C/c2ccc(O)cc2)nc2ccccc2c1=O
  ER stress death: 9

O=C(NC(O)C(Cl)(Cl)Cl)C1CC=CCC1 (stereo not given)
  ER stress death: 9

CC1=NN(c2ccccc2)C(=O)/C1=C/c1c(O)[nH]c(=S)[nH]c1=O
  ER stress death: 5

CC1(C)C(C(=O)Nc2ccc(Br)cc2)C1(C)C
  ER stress death: 8

O=C1CC(=O)N(c2ccc(F)cc2)C(=S)N1
  ER stress death: 13

COc1ccc(CNCCc2cccc(Cl)c2)cc1OC
  ER stress death: -4

Cc1ccc(N2C(=O)CC(=O)N(C)C2=S)cc1
  ER stress death: 4

CCOC(=O)c1c(C)n(CC(O)CN2CCOCC2)c2cc(Br)c(OC)cc12 (stereo not given)
  ER stress death: -6

Cc1ccc(-c2nc3ccccc3c(=O)n2-c2cccc(C)n2)cc1
  ER stress death: 0

CCC1(Cc2ccccc2)C(=O)NC(=O)NC1=O
  ER stress death: 6

CCCCCCC(C)CCCC1C(=O)NC(=O)NC1=O (stereo not given)
  ER stress death: 0

O=C(c1ccccc1)c1cc(Cl)ccc1NC(=O)c1nc[nH]c1C(=O)N1CCCCC1
  ER stress death: 4

CCCCn1c(=O)c(C(=O)Nc2ccc(I)cc2)c(O)c2ccccc21
  ER stress death: 5

O=C1C=CC(=O)C(c2cc(Cl)ccc2Cl)=C1
  ER stress death: -6

Brc1ccc(CN2CCNCC2)cc1
  ER stress death: -4

N#CC1=C(N)Oc2c(c(=O)oc3ccccc23)C1c1cccc([N+](=O)[O-])c1 (stereo not given)
  ER stress death: 2

C1CCC2CNCCN2CC1 (stereo not given)
  ER stress death: 3

3 of the compounds above, with tabs:
Structure	ER stress death
Cc1ccc(-c2nc3ccccc3c(=O)n2-c2cccc(C)n2)cc1	0
CCC1(Cc2ccccc2)C(=O)NC(=O)NC1=O	6
CCCCCCC(C)CCCC1C(=O)NC(=O)NC1=O (stereo not given)	0

Going on with the list.
COc1cc(OC)c(OC)cc1CN1CCN(C(C)C)CC1
  ER stress death: 2

O=c1c2ccccc2nc(/C=C\c2ccccc2)n1-c1ccc(O)cc1
  ER stress death: 1

CCOC(=O)C(C)(C)ON1CC1(C(F)(F)F)C(F)(F)F (stereo not given)
  ER stress death: 0

COC(=O)N1[C@H](c2ccccc2)[C@@H]1c1ccccc1
  ER stress death: 7

COC(=O)COc1ccc(/C=C2\C(=O)NC(=S)N(c3ccc(C)cc3)C2=O)cc1OC
  ER stress death: 3

CN1C(=O)NC(=O)/C(=C/c2cc(Br)cc(Cl)c2O)C1=O
  ER stress death: 13

Cc1cccc(C(=O)Nc2ccc(Cl)cc2C(=O)c2ccccc2)c1
  ER stress death: 19

CCOc1ccccc1CN(CCc1ccc2c(c1)OCO2)Cc1ccccc1OC
  ER stress death: -2

CCOc1cc(C=C2C(=O)NC(=O)NC2=O)cc(Br)c1OCCOc1ccccc1C
  ER stress death: 6

COC(=O)c1cccc(-c2ccc(C=C3C(=O)NC(=S)NC3=O)o2)c1
  ER stress death: -2

Cc1cccc(-n2c(/C=C\c3ccc(Br)cc3)nc3ccccc3c2=O)c1
  ER stress death: 10

Cc1cc(OCc2ccccc2)c2c3c(c(=O)oc2c1)CCCC3
  ER stress death: 2

CN=C(C)c1c(O)n(C)c(=S)n(C)c1=O
  ER stress death: -1

CC12CN3CC(C)(CN(C1)C31CCCC1)C2O (stereo not given)
  ER stress death: 1

CC(C)N1CCN(Cc2cccc(Br)c2)CC1
  ER stress death: -2

COc1ccc(Cl)cc1N=Cc1c(O)n(C)c(=O)n(C)c1=O
  ER stress death: 1

O=C(CN1CCOCC1)c1ccc(Br)cc1
  ER stress death: 0

Cc1cccnc1-n1c(C)nc2ccccc2c1=O
  ER stress death: -4

O=C1NC(=S)NC(=O)C1=Cc1ccc(Sc2ccccc2)o1
  ER stress death: 10

CCN1CCC2(CC1)CC(C)c1cccc(C)c1N2 (stereo not given)
  ER stress death: -10

O=C(Cc1ccccc1)N1CCN(Cc2cccnc2)CC1
  ER stress death: 12

Cc1cc(Cl)ccc1NC1=NCC(C)S1 (stereo not given)
  ER stress death: 8

CCN(CC)CCNc1ccc([N+](=O)[O-])c2cccnc12
  ER stress death: -4

COc1cc(OC)c(OC)cc1CN1CCN(C(=O)COc2ccccc2)CC1
  ER stress death: 8

CCc1ccc(CNCCc2ccccc2OC)cc1
  ER stress death: -7

CCOc1ccc(Br)cc1C=C1C(=O)NC(=S)NC1=O
  ER stress death: 8

CCC(C)N1CCN(Cc2ccccc2Br)CC1 (stereo not given)
  ER stress death: -2

COc1ccccc1CN1CCN(Cc2cc(Br)ccc2O)CC1
  ER stress death: -5

O=C1c2ccccc2-c2onc3c(Br)cc(N4CC4)c1c23
  ER stress death: -12

COc1cc([N+](=O)[O-])cc(/C=C2/C(=O)NC(=O)N(C)C2=O)c1O
  ER stress death: 9

CCC1(c2ccccc2)C(=O)NC(=O)N(C(=O)c2ccc(Cl)cc2)C1=O (stereo not given)
  ER stress death: 8

Cc1cccnc1-n1c(-c2ccc(Cl)cc2Cl)nc2ccccc2c1=O
  ER stress death: 0

COC(=O)CCP(C)(=O)OCC(C)C (stereo not given)
  ER stress death: 4

COc1ccc(O)c(CN2CCN(Cc3ccccc3Br)CC2)c1
  ER stress death: 0

O=C(Nc1ccc(Cl)cc1C(=O)c1ccccc1Cl)c1ccco1
  ER stress death: 14

Cc1c(Cl)cccc1NC(=O)C1C(C)(C)C1(C)C
  ER stress death: 1

O=[N+]([O-])c1ccc(NCCCO)c2ncccc12
  ER stress death: -1

COc1ccc(CN2CCN(C(=O)COc3ccc(Cl)cc3)CC2)cc1OCc1ccccc1
  ER stress death: 69*

N/C(=N\[N+](=O)[O-])N/N=C\c1ccc(-c2cccc([N+](=O)[O-])c2)o1
  ER stress death: 0

CN1C(=O)NC(=O)/C(=C/c2ccc(-c3cccc([N+](=O)[O-])c3)o2)C1=O
  ER stress death: 10

CCOc1ccc(-n2c(-c3cccs3)nc3ccccc3c2=O)cc1
  ER stress death: 5

O=[N+]([O-])c1cc(F)c(N2CCCCC2)cc1Br
  ER stress death: 2

CC(Nc1ccc([N+](=O)[O-])c2cccnc12)c1ccc(Br)cc1 (stereo not given)
  ER stress death: 2

CC12CCC(CC1=O)C(C)(C)N2 (stereo not given)
  ER stress death: 2

O=C(COc1ccc2ccccc2c1)N1CCN(Cc2ccccc2[N+](=O)[O-])CC1
  ER stress death: 48

O=c1c2ccccc2nc(/C=C/c2ccccc2[N+](=O)[O-])n1-c1ccccc1O
  ER stress death: -2

Cc1cccc(N2C(=O)/C(=C/c3ccc(OCc4cccc(C(=O)O)c4)cc3)C(=O)NC2=S)c1
  ER stress death: 2

COc1cccc(-n2c(/C=C/c3ccco3)nc3ccccc3c2=O)c1
  ER stress death: 17

CCOc1ccc(-n2c(-c3ccccn3)nc3ccccc3c2=O)cc1
  ER stress death: -8

CN1CC2([N+](=O)[O-])CC=C(Cl)C([N+](=O)[O-])(C1)C2 (stereo not given)
  ER stress death: 7

Cc1cccc(-n2c(-c3ccccc3F)nc3ccccc3c2=O)c1
  ER stress death: 10

O=C(N/N=C1/CN2CCC1CC2)c1ccc(O)cc1
  ER stress death: -1

CCOc1ccc(CN2CCN(Cc3ccccc3)CC2)cc1
  ER stress death: -4

COc1ccc(CNCCc2ccc(Cl)cc2Cl)c(OC)c1
  ER stress death: -17

OC1C2CCC1C(N1CCCCC1)CC2 (stereo not given)
  ER stress death: 3

COc1ccc(CN2CCN(Cc3cc(Br)ccc3O)CC2)cc1
  ER stress death: -4

COc1ccc(CCNC2CC3CCC2C3)cc1OC (stereo not given)
  ER stress death: -9

Cn1cc(/C=C2\C(=O)NC(=O)N(Cc3ccccc3)C2=O)c2ccccc21
  ER stress death: 1

O=S(=O)(c1ccccc1)N1CC1c1ccccc1 (stereo not given)
  ER stress death: 0

CCn1cc(C=C2C(=O)NC(=O)NC2=O)c2ccccc21
  ER stress death: 1

O=c1c2ccccc2nc(-c2ccccc2F)n1-c1cccc(Cl)c1
  ER stress death: 1

COc1cc(C=C2C(=O)NC(=O)NC2=O)cc(Cl)c1O
  ER stress death: 3

COc1ccc(/C=C/C(=O)NC(C)Cc2ccccc2)cc1 (stereo not given)
  ER stress death: 4

O=C1NC(=O)C(=Cc2ccc3c(c2)OCO3)C(=O)N1
  ER stress death: 7

COc1ccc(OCC(=O)N2CCN(C)CC2)cc1
  ER stress death: 10

CCOC(=O)c1c(C)n(CC(C)C)c2ccc(O)cc12
  ER stress death: 10

O=C(CN1CCCC1=O)NCc1ccccc1
  ER stress death: -2

CCC(=O)N1N=C2C3CCN(CC3)C2C1c1cccc([N+](=O)[O-])c1 (stereo not given)
  ER stress death: 10

O=c1oc2ccccc2c(O)c1C(c1cccnc1)c1c(O)c2ccccc2oc1=O
  ER stress death: 3

CCC(C)c1ccc(N2C(=O)CC(=O)NC2=S)cc1 (stereo not given)
  ER stress death: 2

O=c1c2ccccc2nc(/C=C/c2cc(Br)ccc2O)n1-c1ccc([N+](=O)[O-])cc1
  ER stress death: 23

CCCCn1c(=O)c(C(=O)Nc2ccccc2Br)c(O)c2ccccc21
  ER stress death: 14

Cc1ccc(/C=C2/C(=O)NC(=O)N(c3ccc(Cl)cc3)C2=O)o1
  ER stress death: 22

CSc1ccc(CN2CCN(Cc3cc(Br)ccc3O)CC2)cc1
  ER stress death: 5

Cc1cc(OCC(=O)c2ccc(F)cc2)c2c3c(c(=O)oc2c1)CCCC3
  ER stress death: 7

C=CCN1C(=O)NC(=O)/C(=C/c2ccc(-c3cc([N+](=O)[O-])ccc3Cl)o2)C1=O
  ER stress death: 2

O=C(c1ccccc1)c1cc(Cl)ccc1NC(=O)c1nc[nH]c1C(=O)N1CCOCC1
  ER stress death: -3

O=[N+]([O-])N=C1NC(OCc2ccccc2)C(OCc2ccccc2)N1 (stereo not given)
  ER stress death: 4

CN(C)c1ccc(/C=C\c2nc3ccccc3c(=O)n2-c2ccc(O)cc2)cc1
  ER stress death: -3

Cc1ccc(N=Cc2c(O)n(C)c(=O)n(C)c2=O)cc1
  ER stress death: 2

29 entries from above, as tab-separated lines.
SMILES	ER stress death
CN1C(=O)NC(=O)/C(=C/c2ccc(-c3cccc([N+](=O)[O-])c3)o2)C1=O	10
CCOc1ccc(-n2c(-c3cccs3)nc3ccccc3c2=O)cc1	5
O=[N+]([O-])c1cc(F)c(N2CCCCC2)cc1Br	2
CC(Nc1ccc([N+](=O)[O-])c2cccnc12)c1ccc(Br)cc1 (stereo not given)	2
CC12CCC(CC1=O)C(C)(C)N2 (stereo not given)	2
O=C(COc1ccc2ccccc2c1)N1CCN(Cc2ccccc2[N+](=O)[O-])CC1	48
O=c1c2ccccc2nc(/C=C/c2ccccc2[N+](=O)[O-])n1-c1ccccc1O	-2
Cc1cccc(N2C(=O)/C(=C/c3ccc(OCc4cccc(C(=O)O)c4)cc3)C(=O)NC2=S)c1	2
COc1cccc(-n2c(/C=C/c3ccco3)nc3ccccc3c2=O)c1	17
CCOc1ccc(-n2c(-c3ccccn3)nc3ccccc3c2=O)cc1	-8
CN1CC2([N+](=O)[O-])CC=C(Cl)C([N+](=O)[O-])(C1)C2 (stereo not given)	7
Cc1cccc(-n2c(-c3ccccc3F)nc3ccccc3c2=O)c1	10
O=C(N/N=C1/CN2CCC1CC2)c1ccc(O)cc1	-1
CCOc1ccc(CN2CCN(Cc3ccccc3)CC2)cc1	-4
COc1ccc(CNCCc2ccc(Cl)cc2Cl)c(OC)c1	-17
OC1C2CCC1C(N1CCCCC1)CC2 (stereo not given)	3
COc1ccc(CN2CCN(Cc3cc(Br)ccc3O)CC2)cc1	-4
COc1ccc(CCNC2CC3CCC2C3)cc1OC (stereo not given)	-9
Cn1cc(/C=C2\C(=O)NC(=O)N(Cc3ccccc3)C2=O)c2ccccc21	1
O=S(=O)(c1ccccc1)N1CC1c1ccccc1 (stereo not given)	0
CCn1cc(C=C2C(=O)NC(=O)NC2=O)c2ccccc21	1
O=c1c2ccccc2nc(-c2ccccc2F)n1-c1cccc(Cl)c1	1
COc1cc(C=C2C(=O)NC(=O)NC2=O)cc(Cl)c1O	3
COc1ccc(/C=C/C(=O)NC(C)Cc2ccccc2)cc1 (stereo not given)	4
O=C1NC(=O)C(=Cc2ccc3c(c2)OCO3)C(=O)N1	7
COc1ccc(OCC(=O)N2CCN(C)CC2)cc1	10
CCOC(=O)c1c(C)n(CC(C)C)c2ccc(O)cc12	10
O=C(CN1CCCC1=O)NCc1ccccc1	-2
CCC(=O)N1N=C2C3CCN(CC3)C2C1c1cccc([N+](=O)[O-])c1 (stereo not given)	10

Carrying on:
COc1cc(/C=C/[N+](=O)[O-])ccc1OC(C)=O
  ER stress death: 2

COc1ccc(N2C(=O)/C(=C/c3ccc(I)o3)C(=O)NC2=S)cc1
  ER stress death: -5

CN1C(=O)NC(=O)/C(=C\c2cccc(Oc3ccccc3)c2)C1=O
  ER stress death: 6

CCCCC1C(=O)NC(=S)N(c2ccccc2)C1=O (stereo not given)
  ER stress death: 6

Cc1cccc(N2C(=O)NC(=O)/C(=C/c3ccc(-c4ccc(C(=O)O)c(Cl)c4)o3)C2=O)c1
  ER stress death: 4

COc1cc(C(c2c(C)[nH]n(-c3ccccc3)c2=O)c2c(C)[nH]n(-c3ccccc3)c2=O)cc(OC)c1OC
  ER stress death: 4

NS(=O)(=O)c1ccc(N=Cc2c(O)n(C3CCCCC3)c(=O)n(C3CCCCC3)c2=O)cc1
  ER stress death: 8

COC(=O)C(Cc1ccccc1)N1CC1C(N)=O (stereo not given)
  ER stress death: 7

O=C1CC(=O)N(c2ccccc2)C(=S)N1
  ER stress death: 14

N#CC(C#N)=Cc1ccc(Sc2ccccc2)o1
  ER stress death: -4

N#CCCOCC#CCN1CCCCC1
  ER stress death: -2

Cc1cc(OCc2ccc(F)cc2)c2c3c(c(=O)oc2c1)CCCC3
  ER stress death: 5

Cc1ccccc1-n1c(=S)[nH]c2ccccc2c1=O
  ER stress death: 8&10
